Screening results as filed in PubChem BioAssay.
GPR151 activ – human GPR151 activation. actives 1% (n = 650,000). PathHunter beta-arrestin GPR151 cells, luminescence. AID 1508602. activation, % at 11.2 µM. Q8TDV0; in the data active means activation above about 4.9%;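 further: 0% = median of compound wells and 100% = cells with positive control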
Target sequence (Q8TDV0 whole entry, looked up): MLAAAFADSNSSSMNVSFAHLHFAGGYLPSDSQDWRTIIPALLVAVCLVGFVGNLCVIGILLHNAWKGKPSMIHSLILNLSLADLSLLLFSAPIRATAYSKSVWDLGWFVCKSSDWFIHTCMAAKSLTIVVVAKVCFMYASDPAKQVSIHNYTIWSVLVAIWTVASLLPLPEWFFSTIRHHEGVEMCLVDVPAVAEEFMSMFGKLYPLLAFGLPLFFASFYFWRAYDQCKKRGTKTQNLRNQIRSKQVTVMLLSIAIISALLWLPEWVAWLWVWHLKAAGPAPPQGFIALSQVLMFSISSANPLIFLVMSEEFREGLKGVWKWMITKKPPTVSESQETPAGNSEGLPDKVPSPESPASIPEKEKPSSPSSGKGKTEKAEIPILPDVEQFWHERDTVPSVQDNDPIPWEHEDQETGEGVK
FBW7 act – activators of human E3 ligase FBW7 | AlphaScreen FBW7–phospho-cyclin E peptide binding, activator screen | actives 0.13% (n = 650,000) | normalized activity (activation), % at 26.1 µM | AID 1259310; in the data active means normalized activity above about 1.9%;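 further: purified mutant Fbw7 with reduced substrate affinity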
MITF inh – human MITF inhibition, primary screen; inhibition, % at 2.6 µM; O75030; AID 1259374; actives 0.91% (n = 650,000); AlphaScreen MITF homodimerization, bead proximity signal; in the data active means inhibition above about 50%;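 further: 0% = vehicle wells with protein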
Target sequence (O75030 whole entry, looked up): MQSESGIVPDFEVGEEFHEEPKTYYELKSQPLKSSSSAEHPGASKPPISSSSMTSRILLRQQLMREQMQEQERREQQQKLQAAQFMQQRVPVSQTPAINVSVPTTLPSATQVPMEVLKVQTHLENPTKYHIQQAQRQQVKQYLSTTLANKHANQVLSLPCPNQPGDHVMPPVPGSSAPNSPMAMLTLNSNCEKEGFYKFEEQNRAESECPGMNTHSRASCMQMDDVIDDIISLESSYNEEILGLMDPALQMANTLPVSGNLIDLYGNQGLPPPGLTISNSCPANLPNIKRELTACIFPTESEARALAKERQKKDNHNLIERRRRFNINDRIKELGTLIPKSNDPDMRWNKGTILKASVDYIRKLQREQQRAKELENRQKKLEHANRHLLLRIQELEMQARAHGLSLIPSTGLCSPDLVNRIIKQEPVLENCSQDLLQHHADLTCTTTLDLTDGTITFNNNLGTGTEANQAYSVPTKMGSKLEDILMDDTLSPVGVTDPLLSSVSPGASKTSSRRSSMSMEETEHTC
TEAD-YAP inh – TEAD-YAP interaction inhibition; HEK-TIYL cells, TEAD-Gal4/YAP UAS-luciferase luminescence; inhibition, % at 9.12 µM; actives 1.4% (n = 640,000); AID 1259422; in the data active means inhibition above about 32%;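 further: 0% = median of test compound wells and 100% = reference inhibitor wells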
Numbers without * were called inactive.

Results follow in this order: GPR151 activ	FBW7 act	MITF inh	TEAD-YAP inh
- O=C(OCCN1CCOCC1)C1COc2ccccc2O1 (stereo not drawn)
  0.3	0.1	12	-3
- COc1ccc(-c2csc(NC(=O)CCOc3ccccc3)n2)cc1OC
  -0.4	0.0	-3	3
- Cc1nonc1C(=O)Nc1ccc(-c2cn3c4c(nnc3n2)CCCC4)cc1
  -5.3	0.0	-20	-3
- CCc1ccccc1NC(=O)C(=O)N/N=C/c1c(F)cccc1Cl
  -0.4	0.0	-18	0
- COc1ccc(Cc2cc(C(=O)N(C)CC(C)C)on2)cc1
  1.3	-0.1	1	-27
- CCOC(=O)c1cccc(C(=O)Nc2cccnc2)n1
  0.4	0.0	4	16
- CS(=O)(=O)N1CN(S(C)(=O)=O)c2ccccc21
  3.4	0.3	15	-1
- CC(=O)Nc1cc(C(=O)NC2CC2)ccc1S(=O)(=O)c1ccc(Cl)cc1
  -0.3	-0.1	7	2
- CNC(=O)c1c(NC(=O)c2cccc(C)c2)sc2c1CCC2
  0.2	1.0	17	-32
- C[C@@H]1CN(C2CCC(=O)N(Cc3ccc(F)c(F)c3)CC2)C[C@H](C)O1 (stereo partly drawn)
  0.0	0.2	16	12
- CCOC(=O)CC1CCCCN1C(=O)CCC1(Cc2ccc3c(c2)OCO3)CCC(=O)N1 (stereo not drawn)
  -0.6	-0.1	-4	3
- CCCCNC(=O)c1ccc(NS(=O)(=O)c2ccc(C)cc2)cc1
  1.1	0.0	-8	-5
- Cc1ccc(CNS(=O)(=O)c2ccc3c(c2)n(C)c(=O)n3C)cc1
  2.8	-0.1	-9	8
- CCSc1cnc(-c2ccccc2)n1CC
  0.7	-0.3	-12	-7
- Cc1cc(Cl)cc(Cl)c1OCC(=O)Nc1ccc(N2CCCCC2)cc1
  0.2	0.1	4	1
- CCN1CCc2nc(N)oc2CC1
  0.2	0.1	17	3
- COc1cc(-c2c(C#N)c(N)n3c(nc4ccccc43)c2C#N)ccc1OCc1ccccc1
  2.7	-0.1	-5	0
- O=C(NCCOc1ccccc1)c1ccnc(Nc2ccncn2)c1
  1.0	0.0	3	-10
- Cc1cccc(OCCN2c3cccc4cccc(c34)S2(=O)=O)c1
  0.9	0.4	-7	-13
- Fc1ccccc1C1C=C(c2cccc(Br)c2)Nc2nnnn21 (stereo not drawn)
  -0.2	-0.1	3	4
- Cc1ccc(OCC(O)CNCCNCC(O)COc2ccc(C)cc2)cc1 (stereo not drawn)
  -1.6	-0.1	14	-10
- CSc1ncc(Cl)c(C(=O)Nc2ccccc2Br)n1
  -1.2	0.4	1	-3
- Cc1cc(N2CCC(C(N)=O)CC2)nc2c(C)cccc12
  -0.1	0.1	-14	-4
- COc1cccc(C2(CC(=O)N3CCOc4ccc(Cl)cc4C3)CC(=O)N(C)C2=O)c1 (stereo not drawn)
  -1.2	-0.3	-2	-41
- CCOC(=O)C1CCN(c2ccc3nncn3n2)CC1
  0.9	0.1	2	5
- Cc1ccc(S(N)(=O)=O)cc1NC(=O)c1ccc(Br)o1
  0.4	-0.1	-1	-1
- Cc1cccc(NC(=O)c2ccc(-c3ccccc3)o2)n1
  0.4	-0.2	3	-46
- CCN(CC)P(=O)(C(Cl)=C(N1CCCCC1)N1CCCCC1)N(CC)CC
  0.5	0.2	13	10
- Cc1cccc(C(O)(C(=O)NN(C(=O)c2ccccc2C(=O)Oc2ccccc2)c2ccccc2)c2cccc(C)c2)c1
  -0.1	-0.1	1	-3
- COc1ccc(-n2nc3cc(C)c(NC(=O)c4cc(OC)cc(OC)c4)cc3n2)cc1
  -0.4	-0.1	6	-24
- O=C(NCc1nc2ccccc2[nH]1)c1cnc(-c2ccccc2)s1
  3.0	0.0	2	-5
- CN1C(=O)c2ccc(C(=O)O)cc2C1=O
  -0.1	0.0	-13	-6
- Cc1ccc(Cl)cc1NC(=O)CSc1nc2sc3c(c2c(=O)n1-c1ccccc1)CCC3
  -0.1	0.0	-7	3
- CCOc1ccccc1C(=O)N[C@H](C(=O)O)C(C)C
  -0.7	-0.1	-2	5
- CCOc1ccccc1N(CC(=O)Nc1ccc(Cl)c(Cl)c1)S(C)(=O)=O
  2.1	0.3	0	14
- Cc1cccc(C(=O)NCCCS(=O)(=O)N2CCc3ccccc3C2)c1
  0.2	-0.2	-5	-5
- COCCNc1nc(-c2ccc(OC)cc2)ccc1C(=O)Nc1cccc(OC)c1
  -0.6	0.0	4	6
- O=C(CN1CCC(S(=O)(=O)c2ccc(-c3ccco3)cc2)CC1)c1ccc(F)cc1
  2.8	0.0	11	-7
- COc1ccc(C2=NOC(C(=O)Nc3cccc(O)c3)C2)cc1OC (stereo not drawn)
  0.1	-0.1	11	2
- COc1ccc(-n2nc(C(=O)NCC(=O)N3CCN(c4ccccn4)CC3)c3ccccc3c2=O)cc1OC
  1.1	-0.1	4	23
- CCOc1ccccc1CNC(=O)Cc1cccs1
  0.7	-0.1	0	-26
- CCC(C)NCc1ccc(C(=O)OC)o1 (stereo not drawn)
  0.2	0.4	9	-4
- COc1cccc(/C=C2/SC(=S)NC2=O)c1OCC#N
  -1.1	0.1	18	2
- CCOc1cc(C=O)cc(Br)c1OCc1ccc(C(=O)O)cc1
  3.9	0.0	15	-2
- COc1ccccc1CNC(=O)c1ccc(NS(=O)(=O)c2c(C)noc2C)cc1
  1.5	-0.3	12	2
- O=C(NCCO)c1cccc(N2C(=O)c3ccccc3C2=O)c1
  7.6*	-0.1	1	3
- CC(=O)c1c(C)oc2ccc(OCc3ccccc3)cc12
  -0.5	0.2	-15	-34
- CSc1ccc(/C=C(\C#N)c2nc3ccccc3[nH]2)cc1
  -0.1	-0.1	-2	-50
- O=C(c1cc2n(n1)C(C(F)(F)F)CC(c1ccc(Cl)c(Cl)c1)N2)N1CCCC1 (stereo not drawn)
  1.5	-0.1	3	-4
- CCOC(=O)c1sc2nc(SCC(=O)Nc3cccc(C(F)(F)F)c3)n(CCC3=CCCCC3)c(=O)c2c1C
  -0.4	0.0	12	-3
- CCn1c2cc(C)sc2c2cnn(CC(=O)N3CCCC(C)C3)c(=O)c21 (stereo not drawn)
  -1.2	0.1	22	5
- O=C(C1CC1c1ccccc1)N1CCOCC1 (stereo not drawn)
  0.1	0.4	15	8
- COc1ccccc1NC(=S)NC(=O)c1ccccc1[N+](=O)[O-]
  0.8	-0.2	-9	-1
- Nc1ncc(Cc2ccc(SC(F)F)cc2)s1
  -0.6	0.2	-1	-4
- COC(=O)C(C)Oc1ccc2oc(=O)c(-c3ccc(OC)c(OC)c3)c(C)c2c1 (stereo not drawn)
  2.6	0.1	18	0
- Cc1cc(/C=C(\C#N)C(=O)N2CCOCC2)c(C)n1C1CCCC1
  -2.6	-0.1	6	32*
- CCOC(=O)C1=C(C)NC(C)=C(C(=O)OCC)C1c1ccc(OC(=O)c2ccc(C)cc2)c(OC)c1
  -0.3	0.1	-3	-5
- COC(=O)C1=C(C(=O)OC)SC2(S1)C(C(=O)OC)=C(C(=O)OC)SC1=C2c2ccccc2NC1(C)C
  -1.8	0.9	4	5
- O=C(CCC(=O)N(CC(=O)NC1CCCC1)c1ccc(F)cc1)Nc1nccs1
  0.0	0.0	1	-1
- COc1ccc(CN2CCNC(=O)C2CC(=O)N(C)Cc2ccncn2)c(OC)c1 (stereo not drawn)
  0.3	0.0	6	5

Given as a markdown table: part of the list above.
| SMILES | GPR151 activ | FBW7 act | MITF inh | TEAD-YAP inh |
| --- | --- | --- | --- | --- |
| CC(=O)c1c(C)oc2ccc(OCc3ccccc3)cc12 | -0.5 | 0.2 | -15 | -34 |
| CSc1ccc(/C=C(\C#N)c2nc3ccccc3[nH]2)cc1 | -0.1 | -0.1 | -2 | -50 |
| O=C(c1cc2n(n1)C(C(F)(F)F)CC(c1ccc(Cl)c(Cl)c1)N2)N1CCCC1 (stereo not drawn) | 1.5 | -0.1 | 3 | -4 |
| CCOC(=O)c1sc2nc(SCC(=O)Nc3cccc(C(F)(F)F)c3)n(CCC3=CCCCC3)c(=O)c2c1C | -0.4 | 0.0 | 12 | -3 |
| CCn1c2cc(C)sc2c2cnn(CC(=O)N3CCCC(C)C3)c(=O)c21 (stereo not drawn) | -1.2 | 0.1 | 22 | 5 |
| O=C(C1CC1c1ccccc1)N1CCOCC1 (stereo not drawn) | 0.1 | 0.4 | 15 | 8 |

The listing continues:
Results follow in this order: GPR151 activ	FBW7 act	MITF inh	TEAD-YAP inh
- O=C(C1=C(O)C(=O)N(CCCn2ccnc2)C1c1ccco1)c1cccs1 (stereo not drawn)
  2.2	0.1	5	-8
- CCOc1ccc(N(CC(N)=O)S(=O)(=O)c2ccc(OC)c(OC)c2)cc1
  -0.5	0.0	10	3
- C=CCn1c(=N)c(C(=O)NCCc2ccccc2)cc2c(=O)n3ccccc3nc21
  0.4	0.2	1	-23
- COc1ccc(CNC(=S)N(C)c2ccc(O)cc2)cc1
  -1.5	0.0	12	0
- COc1ccc(/C=C2N=C(/C=C\c3cccc([N+](=O)[O-])c3)OC/2=O)cc1
  -0.4	0.0	-5	-3
- CCOC(=O)Cn1cc(/C=C(/C#N)C(=O)Nc2ccc(OCC)cc2)c2ccccc21
  -0.5	-0.1	0	1
- CC(C)COc1ccc(-c2nn(-c3ccccc3)cc2/C=N/O)cc1
  1.3	0.0	7	-3
- CC(NC(=O)c1ccc(-c2ccccc2)cc1)C1CCCO1 (stereo not drawn)
  -1.6	0.8	23	-57
- Cc1ccc(CNS(=O)(=O)c2cc3c4c(c2)CC(=O)N4CCC3)cc1
  -0.9	0.3	15	5
- c1ccc(Oc2cccc(CN3CCN(Cc4ccncc4)CC3)c2)cc1
  -0.3	0.2	69*	5
- COC(=O)c1ccc(-c2cc(-c3ccccc3)nc3c2c(=O)n(C)c(=O)n3C)cc1
  0.8	0.0	1	-19
- COc1ccc(CCNC(=O)CSCC(=O)NCc2cccc(Cl)c2)cc1
  0.7	0.1	-10	-2
- CCOc1ccc(N=C2SC(C(=O)Nc3ccccc3OC)CC(=O)N2Cc2ccc3c(c2)OCO3)cc1 (stereo not drawn)
  -1.3	0.1	-3	6
- COc1nn(C(C)C(=O)NNC(=S)Nc2ccc3c(C)cc(=O)oc3c2)cc1[N+](=O)[O-] (stereo not drawn)
  -0.3	0.0	22	12
- Cc1ccc(C)c(OCCNC(C)(C)C)c1
  -0.5	0.3	12	3
- Cc1nn(CC(=O)c2ccccc2)c(C)c1[N+](=O)[O-]
  -0.9	0.0	0	-1
- Cc1ccc(Cl)cc1-n1c(-c2cccc([N+](=O)[O-])c2)n[nH]c1=S
  0.7	-0.2	-1	-3
- Nc1cccc(S(=O)(=O)NC2=NCCC2)c1
  -1.2	0.0	12	1
- COC(=O)c1ccc(NCCC(=O)N2CCc3ccccc32)c(N)c1
  -1.9	0.2	-2	-19
- c1ccc(CN2CCN(Cc3ccc4c(c3)CN(C3CCC3)CCO4)CC2)nc1
  -1.7	-0.3	-12	5
- COCCN(C(=O)CC(C)C)c1nnc(-c2cccnc2)s1
  0.0	-0.3	-2	-5
- COc1cccc(NC(=O)CCC2CCN(C(=O)c3cscn3)CC2)c1
  2.7	0.4	17	-7
- C/C(=N\NS(=O)(=O)c1ccc(C)cc1)c1c(O)c2ccccc2oc1=O
  -0.5	0.3	13	2
- O=C(NCC1CCCN1S(=O)(=O)c1ccccc1)C(=O)Nc1ccccc1F (stereo not drawn)
  -0.6	0.1	5	-11
- COc1ccc(Cl)cc1NC(=O)CCn1cnc2c(cnn2-c2ccccc2)c1=O
  -0.3	0.0	2	-3
- Nc1ncc(S(=O)(=O)O)cc1Br
  0.6	0.0	6	-11
- CCc1ccc(CN2CCc3c(C(=O)N4CCN(C)CC4)c(OC)cc(=O)n3CC2)o1
  0.0	0.1	-3	4
- O=C(CSCc1ccccc1)Nc1ccc(-c2nnc(-c3ccco3)o2)cc1
  0.2	0.5	22	-26
- Cc1ccc(-c2ncn(-c3ccc(Nc4ncc5cccc(-c6nccs6)c5n4)cc3)n2)cn1
  -1.4	0.0	3	12
- CC(C)OC(=O)CN1C(=O)C(C)(C)Oc2ccc(C(=O)Nc3ccccc3)cc21
  0.1	0.0	9	-19
- CN(C)S(=O)(=O)c1ccc(N2CCCC2)c(C(=O)Nc2nc3ccccc3[nH]2)c1
  0.6	-0.1	2	-7
- COc1cc(C)c(C(=O)Oc2cc(C)c(C(=O)O)c(O)c2C)c(OC)c1C
  0.1	0.1	23	31
- COc1ccc(/C=C2/SC(=S)N(CC(=O)NN3CCN(C)CC3)C2=O)cc1OC
  0.2	-0.1	-2	-2
- COc1cc(C)c(C2C(C#N)=C(N)Oc3n[nH]c(C)c32)cc1OC (stereo not drawn)
  -0.1	-0.2	1	-1
- C=CCNC(=S)NNC(=S)Nc1ccc(F)cc1F
  1.4	0.0	-5	-16
- Cc1ccccc1-n1c(-c2ccccc2)n[nH]c1=S
  -0.5	-0.1	4	3
- CC1(C)CC(=O)C2=C(C1)OC1=C(C(=O)CC(C)(C)C1)C2c1ccccc1C(=O)O
  -0.5	0.7	10	8
- COc1ccccc1CNC(=O)C(=O)NCCc1ccc(OC)c(OC)c1
  2.0	0.2	5	-1
- CCN(CC)S(=O)(=O)c1ccc(Oc2ncnc3sccc23)c([N+](=O)[O-])c1
  -1.5	0.0	11	14
- O=S(=O)(NOCc1ccccc1)c1ccccc1
  0.5	0.1	-4	2
- Cc1ccc(NC(=O)CSc2nc3nc(C)c(Cc4ccccc4Cl)c(C)n3n2)cc1Cl
  -1.0	-0.4	23	1
- O=C(NC(=S)Nc1ccc(Cl)cn1)c1cc([N+](=O)[O-])ccc1N1CCOCC1
  -0.8	-0.1	7	5
